CRFR2-BP antag: blocks CRF-induced signaling of the CRF-BP/CRF-R2 complex; hit rate 0.59% among 350,000; inhibition, % at 11.8 µM; AID 588475; HEK293 CRF-R2/CRF-BP, CRF-induced calcium fluorescence;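 active means inhibition of the ligand-induced calcium signal above about 50% at the single tested concentration, limit read from the data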
CRFR2-BP ag: agonists of human CRF-binding protein/CRF-R2 receptor complex. HEK293 CRF-R2/CRF-BP, calcium dye fluorescence (FLIPR); percent of saturating CRF peptide response. activation, % at 13.2 µM. hit rate 0.46% among 350,000;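 active means activation of at least 50%, plus an integration ratio under a set limit after plate pattern correction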;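 further: plate controls were neutral control wells without compound for no effect and CRF at EC100 for full effect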
GalR3 antagonist: human GalR3 antagonism; O60755; HEK293 GalR3-CNG cAMP membrane potential fluorescence; galR3 body fused to GalR1 C-terminus; inhibition, % at 3 µM; hit rate 0.44% among 360,000; AID 651719;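 active means inhibition above the screen-wide average plus 3 SD, cut at about 13% in these data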;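 further: forskolin and galanin both at EC90 stimulate the cells; cAMP rise reported by CNG channel membrane potential dye signal; 0% = forskolin plus galanin with DMSO and 100% = forskolin alone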
Target sequence (O60755 1-299 limits assumed): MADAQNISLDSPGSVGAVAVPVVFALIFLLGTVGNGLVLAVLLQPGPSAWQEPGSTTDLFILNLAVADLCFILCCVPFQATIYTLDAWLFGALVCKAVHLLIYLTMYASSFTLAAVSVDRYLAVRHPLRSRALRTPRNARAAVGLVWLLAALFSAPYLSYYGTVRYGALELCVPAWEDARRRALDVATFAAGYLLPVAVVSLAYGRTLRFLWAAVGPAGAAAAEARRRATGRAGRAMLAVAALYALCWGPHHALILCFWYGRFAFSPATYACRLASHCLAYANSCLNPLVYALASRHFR
* = called active by the depositor. An excerpt; count on the stated rates, not on these rows.

`O=C(OC1CCOC1=O)c1cc(S(=O)(=O)N2CCOCC2)c(Cl)cc1Cl` (centres undefined) gave CRFR2-BP antag 3.9, CRFR2-BP ag -1.6 and GalR3 antagonist -4.2.
Screening O=C(Nc1cccc(S(=O)(=O)NC2=NCCCCC2)c1)c1ccc(Cl)cc1 returned CRFR2-BP antag 2.6, CRFR2-BP ag -1.2 and GalR3 antagonist -4.6.
Screening C[C@@H]1CC[C@@]23COC(=O)C2=CCC[C@@H]3[C@@]1(C)CC/C(=C/CO)CO returned CRFR2-BP antag -1.8, CRFR2-BP ag 2.4 and GalR3 antagonist -1.0.
CCOC(=O)C1(C)Oc2ccccc2C(C(=O)OC)=C1C(=O)OC (centres undefined) was read as CRFR2-BP antag -7.4, CRFR2-BP ag -2.8 and GalR3 antagonist -2.8.
For CC(NC(=O)c1ccc(S(=O)(=O)Nc2ccccc2)cc1)c1ccc(S(N)(=O)=O)cc1 (centres undefined) the results were CRFR2-BP antag -4.0, CRFR2-BP ag 0.3 and GalR3 antagonist -2.5.
`Cc1ccc(C(=O)NCC(=O)Nc2ncccc2C)s1` gave CRFR2-BP antag 14.7, CRFR2-BP ag 4.3 and GalR3 antagonist -1.9.
`CNC(=O)C[C@@H]1C(=O)N(c2ccc(OC)cc2)CC1(C)C` gave CRFR2-BP antag 1.1, CRFR2-BP ag 0.5 and GalR3 antagonist -5.2.
Cc1oc(-c2ccc(F)cc2F)nc1CN1CCN(C(=O)c2ccco2)CC1 was read as CRFR2-BP antag -7.9, CRFR2-BP ag -1.4 and GalR3 antagonist -6.9.
COc1ccc(NS(=O)(=O)c2cc(NC(=O)CCNC(=O)c3ccco3)ccc2OC)cc1 was read as CRFR2-BP antag -7.8, CRFR2-BP ag 0.5 and GalR3 antagonist -3.7.
Screening CCCCN1C(=O)C(CC(=O)NCc2cccs2)CC(C(=O)N(C)C)=C1C (centres undefined) returned CRFR2-BP antag -8.8, CRFR2-BP ag 0.5 and GalR3 antagonist -7.6.
Screening CC(Sc1nn(-c2ccc(F)cc2)c(=S)s1)C(=O)c1c(N)n(C)c(=O)n(C)c1=O (centres undefined) returned CRFR2-BP antag -10.1, CRFR2-BP ag 1.4 and GalR3 antagonist -5.1.
For CCCCn1c(N)c(N(CCOC)C(=O)c2cc(-c3ccccc3Cl)nc3ccccc23)c(=O)[nH]c1=O the results were CRFR2-BP antag -16.2, CRFR2-BP ag -0.7 and GalR3 antagonist -4.8.
For O=C(NNC(=O)c1ccc(-c2ccccc2)cc1)Nc1ccccc1 the results were CRFR2-BP antag 9.7, CRFR2-BP ag 2.2 and GalR3 antagonist -4.8.
`O=C(Nc1ccncc1)C1CCN(S(=O)(=O)c2c(Cl)cccc2Cl)CC1` gave CRFR2-BP antag 0.9, CRFR2-BP ag -0.2 and GalR3 antagonist -2.6.
O=C(Cc1ccc(Cl)cc1)N/N=C/c1ccc(O)c(O)c1 was read as CRFR2-BP antag -3.6, CRFR2-BP ag -2.4 and GalR3 antagonist -1.3.
CC(=O)Nc1ccc(SCC(=O)Nc2ccccc2N2CCOCC2)cc1 was read as CRFR2-BP antag 11.2, CRFR2-BP ag 1.7 and GalR3 antagonist -4.2.
`Cc1cccc(NC(=O)c2ccc(OCc3c(C)noc3C)cc2)c1` gave CRFR2-BP antag 2.0, CRFR2-BP ag -0.4 and GalR3 antagonist -4.9.
`Cc1ccc(S(=O)(=O)N(C)C[C@H]2OCCCC[C@@H](C)Oc3ccc(NC(=O)Cc4ccccc4)cc3C(=O)N([C@H](C)CO)C[C@@H]2C)cc1` gave CRFR2-BP antag -8.7, CRFR2-BP ag 1.5 and GalR3 antagonist -4.0.
Cc1ccccc1C(=O)NCC(=O)c1ccccc1 was read as CRFR2-BP antag -1.7, CRFR2-BP ag 2.3 and GalR3 antagonist 1.8.
O=C(Nc1cc(S(=O)(=O)Nc2ccccc2Cl)ccc1O)c1ccc(F)cc1F was read as CRFR2-BP antag 22.2, CRFR2-BP ag 23.6 and GalR3 antagonist 0.3.
For COc1c2ccoc2nc2c(OC)c(OC[C@@H](O)C(C)(C)O)ccc12 the results were CRFR2-BP antag -1.3, CRFR2-BP ag 0.0 and GalR3 antagonist 2.2.
`Cc1cccc(N2CC(C(=O)OCC(=O)Nc3sccc3C(N)=O)CC2=O)c1C` (centres undefined) gave CRFR2-BP antag 7.6, CRFR2-BP ag -0.3 and GalR3 antagonist -6.2.
CCN1C(=O)c2cccc3c(S(=O)(=O)N4CCNCC4)ccc1c23 was read as CRFR2-BP antag -1.7, CRFR2-BP ag -1.0 and GalR3 antagonist -2.8.
Screening O=C(CSc1nnc(-c2ccc3c(c2)OCO3)o1)Nc1c(F)cccc1F returned CRFR2-BP antag 0.0, CRFR2-BP ag -1.7 and GalR3 antagonist -5.3.
Screening Cc1ccc(C(=O)NCC(c2cccs2)N(C)C)cc1S(=O)(=O)N1CCOCC1 (centres undefined) returned CRFR2-BP antag 0.0, CRFR2-BP ag 1.3 and GalR3 antagonist -4.5.
Cc1ccc(C(O)C(=O)c2ccco2)cc1 (centres undefined) was read as CRFR2-BP antag -8.9, CRFR2-BP ag -0.4 and GalR3 antagonist -5.2.
For O=C(COC(=O)CNC(=O)C1CCCCC1)Nc1ccc(Br)cc1Br the results were CRFR2-BP antag -9.5, CRFR2-BP ag 0.0 and GalR3 antagonist -7.2.
O=C(c1ccccc1)C(Nc1cccc([N+](=O)[O-])c1)c1ccccc1 (centres undefined) was read as CRFR2-BP antag 27.6, CRFR2-BP ag -1.5 and GalR3 antagonist -1.1.
Nc1ccn(C2CCCCO2)c(=O)n1 (centres undefined) was read as CRFR2-BP antag 13.1, CRFR2-BP ag -1.5 and GalR3 antagonist -2.6.
`CC1(C)O[C@@H]2[C@H](O1)[C@@H](COS(=O)(=O)O)O[C@H]2n1ccc(=O)[nH]c1=O` gave CRFR2-BP antag 6.3, CRFR2-BP ag -2.0 and GalR3 antagonist -2.1.
COC(=O)CNC(=O)CN(c1ccc(OC)cc1OC)S(=O)(=O)c1ccccc1 was read as CRFR2-BP antag 7.2, CRFR2-BP ag -2.4 and GalR3 antagonist 1.7.
`O=C(NC1CCCC1)c1cccc2c1C(=O)c1ccc(Cl)cc1S2(=O)=O` gave CRFR2-BP antag 5.8, CRFR2-BP ag -1.6 and GalR3 antagonist 2.4.
CC1(C)Oc2ccc3ccc(=O)oc3c2C[C@H]1O[C@@H]1O[C@H](CO)[C@@H](O)[C@H](O)[C@H]1O was read as CRFR2-BP antag -8.9, CRFR2-BP ag 1.4 and GalR3 antagonist -1.5.
CCOc1ccccc1OCC(=O)NC1CCSc2ccccc21 (centres undefined) was read as CRFR2-BP antag 10.1, CRFR2-BP ag -2.3 and GalR3 antagonist -6.7.
For CCN1C(=NCCOC)N[C@@H](c2ccccc2)[C@H](C(=O)OC)[C@H]1C the results were CRFR2-BP antag -5.7, CRFR2-BP ag 3.0 and GalR3 antagonist 7.7.
Screening O=C(NCCS(=O)(=O)N1CCN(c2ccccc2F)CC1)c1ccc(F)c(F)c1 returned CRFR2-BP antag 9.1, CRFR2-BP ag -0.9 and GalR3 antagonist 3.0.
For O=C(COc1ccc(C(=O)NCCN2CCOCC2)cc1)Nc1cccc(C(F)(F)F)c1 the results were CRFR2-BP antag 8.5, CRFR2-BP ag -0.3 and GalR3 antagonist -0.8.
O=C(CSC1=NS(=O)(=O)c2cc(Cl)ccc2N1)c1ccc(Cl)cc1 was read as CRFR2-BP antag 19.5, CRFR2-BP ag 0.0 and GalR3 antagonist -2.3.
Screening COc1ccc(C(=O)NCC(=O)N2CCCC(C(F)(F)F)C2)cc1OC (centres undefined) returned CRFR2-BP antag 3.9, CRFR2-BP ag 0.2 and GalR3 antagonist -1.9.
Screening COc1ccc(NC(=O)N(C)C[C@@H]2OCc3cnnn3CCCC(=O)N([C@@H](C)CO)C[C@H]2C)c(OC)c1 returned CRFR2-BP antag -5.0, CRFR2-BP ag -0.3 and GalR3 antagonist -5.7.

Pulled one by one from the list above:
For CCN1C(=NCCOC)N[C@@H](c2ccccc2)[C@H](C(=O)OC)[C@H]1C the results were CRFR2-BP antag -5.7, CRFR2-BP ag 3.0 and GalR3 antagonist 7.7.
Screening COc1ccc(NC(=O)N(C)C[C@@H]2OCc3cnnn3CCCC(=O)N([C@@H](C)CO)C[C@H]2C)c(OC)c1 returned CRFR2-BP antag -5.0, CRFR2-BP ag -0.3 and GalR3 antagonist -5.7.
Screening O=C(NCCS(=O)(=O)N1CCN(c2ccccc2F)CC1)c1ccc(F)c(F)c1 returned CRFR2-BP antag 9.1, CRFR2-BP ag -0.9 and GalR3 antagonist 3.0.
CC1(C)Oc2ccc3ccc(=O)oc3c2C[C@H]1O[C@@H]1O[C@H](CO)[C@@H](O)[C@H](O)[C@H]1O was read as CRFR2-BP antag -8.9, CRFR2-BP ag 1.4 and GalR3 antagonist -1.5.

Continuation.
CC(=O)Nc1ccc(S(=O)(=O)N(C)CC(=O)NNC(=O)Cc2nc3ccccc3n2C)cc1 was read as CRFR2-BP antag 32.8, CRFR2-BP ag 0.4 and GalR3 antagonist -6.0.
`Cc1cc(C)cc(N(CCC#N)C(=O)CSc2ncnc3sccc23)c1` gave CRFR2-BP antag -2.9, CRFR2-BP ag 0.6 and GalR3 antagonist -1.4.
`O=C(Nc1ccc(NC(=S)NC(=O)c2ccco2)cc1)c1ccc(Br)cc1` gave CRFR2-BP antag 6.1, CRFR2-BP ag -2.7 and GalR3 antagonist -3.2.
CCCCn1c(N)c(N(CC(C)C)C(=O)c2cc(-c3ccncc3)nc3ccccc23)c(=O)[nH]c1=O was read as CRFR2-BP antag -4.8, CRFR2-BP ag 0.3 and GalR3 antagonist -3.4.
Screening Cc1ccc(Cl)cc1NS(=O)(=O)c1ccccc1 returned CRFR2-BP antag -2.1, CRFR2-BP ag -5.1 and GalR3 antagonist -6.3.
`N#CC1(NC(=O)COC(=O)c2cccc(-n3cnnn3)c2)CCCCC1` gave CRFR2-BP antag 20.9, CRFR2-BP ag 0.3 and GalR3 antagonist -3.3.
Screening O=C(COc1ccccc1)NCC(c1ccco1)N1CCCCC1 (centres undefined) returned CRFR2-BP antag -2.7, CRFR2-BP ag -0.9 and GalR3 antagonist 0.1.
Screening CC(/C=C/C1[C@H](C)C[C@H](O[C@@H]2O[C@H](CO)[C@@H](O)[C@H](O)[C@H]2O)CC1(C)C)O[C@H]1O[C@H](CO)[C@@H](O)[C@H](O)[C@H]1O (some centres undefined) returned CRFR2-BP antag 13.9, CRFR2-BP ag -0.1 and GalR3 antagonist -5.0.
`CC(C)(O[C@@H]1O[C@H](CO)[C@@H](O)[C@H](O)[C@H]1O)[C@@H]1CC=C(C(=O)O)CC1` gave CRFR2-BP antag 2.6, CRFR2-BP ag -1.4 and GalR3 antagonist -3.4.
`CC(=O)Nc1ccc(SC[C@H](C)CN2CC[C@H](O)CCC2=O)cc1` gave CRFR2-BP antag -0.3, CRFR2-BP ag 0.0 and GalR3 antagonist -6.1.
Screening COc1ccc(S(=O)(=O)Nc2ccc(-c3ccc(N4CCCC4)nn3)cc2)cc1C returned CRFR2-BP antag 3.8, CRFR2-BP ag -0.2 and GalR3 antagonist -7.7.
For COc1ccc(-c2nnc(SC(C)C(=O)NC3CC3)o2)cc1 (centres undefined) the results were CRFR2-BP antag -8.8, CRFR2-BP ag 0.2 and GalR3 antagonist -4.5.
CCOC(=O)N1CCN(C(=O)CNC(=O)c2ccccc2F)CC1 was read as CRFR2-BP antag 8.9, CRFR2-BP ag -1.5 and GalR3 antagonist -2.7.
COc1ccc(-n2nnnc2SCC(=O)NC2CC2)cc1 was read as CRFR2-BP antag 4.2, CRFR2-BP ag -0.1 and GalR3 antagonist 0.8.
`COc1ccccc1C(=O)NCCC(=O)N1CCCCCCC1` gave CRFR2-BP antag -7.7, CRFR2-BP ag 0.0 and GalR3 antagonist -0.6.
Screening COc1cccc(-c2cc3nc(C)c(C)c(N4CCN(C(=O)c5ccoc5)CC4)n3n2)c1 returned CRFR2-BP antag -6.3, CRFR2-BP ag 0.2 and GalR3 antagonist -3.8.
Screening COc1ccc(C(=O)O)cc1S(=O)(=O)Nc1ccc(N2CCCCC2)cc1 returned CRFR2-BP antag -6.7, CRFR2-BP ag 0.8 and GalR3 antagonist -0.1.
Screening O=C(Nc1cc(S(=O)(=O)N2CCOCC2)ccc1N1CCCCC1)c1ccccc1Br returned CRFR2-BP antag 29.0, CRFR2-BP ag -1.6 and GalR3 antagonist -1.2.
For O=C(CNC(=O)c1ccco1)NC1CCCCCC1 the results were CRFR2-BP antag 15.1, CRFR2-BP ag 0.0 and GalR3 antagonist 2.0.
Screening CCOc1ccc(S(=O)(=O)Nc2cccc(C(=O)NCC3CCCO3)c2)cc1 (centres undefined) returned CRFR2-BP antag -6.8, CRFR2-BP ag -0.8 and GalR3 antagonist -2.9.
Screening COc1cc2c(cc1OC)C(CNC(=O)C=Cc1ccccc1)C2 (centres undefined) returned CRFR2-BP antag 8.0, CRFR2-BP ag -4.5 and GalR3 antagonist -4.5.
C[C@H](NC(=O)c1ccc(Cl)cc1)C(=O)NNC(=O)c1cccs1 was read as CRFR2-BP antag 5.5, CRFR2-BP ag 0.8 and GalR3 antagonist -1.8.
For COc1ccc(OC)c(C(=O)COC(=O)COc2ccccc2)c1 the results were CRFR2-BP antag 0.2, CRFR2-BP ag 2.0 and GalR3 antagonist -4.6.
For O=C(Oc1ccc(=O)[nH]n1)c1ccccc1 the results were CRFR2-BP antag -11.1, CRFR2-BP ag 0.8 and GalR3 antagonist 0.3.
Screening O=C(CNC(=O)c1ccc(Br)o1)Nc1ccc(N2CCCCCC2)cc1 returned CRFR2-BP antag -16.4, CRFR2-BP ag 0.5 and GalR3 antagonist -0.9.
For O=C(NCCN1CCOCC1)c1cccc(S(=O)(=O)NCc2ccccc2)c1 the results were CRFR2-BP antag 5.8, CRFR2-BP ag -1.6 and GalR3 antagonist 3.6.
